Bioassay records from PubChem.
KDM4E inh: qHTS Assay for Inhibitors of Human Jumonji Domain Containing 2E (JMJD2E); JMJD2E catalytic domain, FDH-coupled NADH fluorescence (FDH is formaldehyde dehydrogenase); Potency, µM (doses to about 57.1 µM), inactives show at the highest dose activity change, negative = inhibition, actives largely listed as inhibitors; 230,000 tested, 1.6% active; AID 2147, 2009; Lysine-specific demethylase 4E (Homo sapiens), B2RXH2; active = well fitted inhibition curve with a large enough effect, not every such curve was filed as active; inconclusive = small, poorly fitted or top-dose-only effect, or another doubt; inactive = no such curve, though single readings can be large or run the other way;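 note: 0% = wells with enzyme and -100% = buffer wells without enzyme; nearly all actives have a fitted effect of over 50% in size; many of its hits are not listed in these tables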
GAA inhib: qHTS Assay for Inhibitors of Human alpha-Glucosidase as a Potential Chaperone Treatment of Pompe Disease. Lysosomal alpha-glucosidase (Homo sapiens), P10253. purified human GAA, 4-MU-alpha-glucoside fluorescence. Potency, µM (doses to about 76.9 µM), for inactives: top-dose activity change, negative = inhibition, usual class: inhibitors. 200,000 tested, 0.005% active;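 note: plate controls were uninhibited enzyme wells for no effect and no-enzyme background for full effect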
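qHTS format, compound range up to 77 uM. Human lysosomal enzyme at 4 nM, 400 uM 4-MU glucoside substrate, pH 5.0, 20 min room temperature; fluorescence after alkaline stop gives activity normalized to controls.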
GAA glycogen: qHTS Assay for Inhibitors and Activators of Human alpha-Glucosidase Cleavage of Glycogen; recombinant GAA, glycogen substrate, Amplex Red glucose oxidase fluorescence; 300,000 tested, 0.38% active; Potency, µM (series often up to 76.4 µM), for the others: at the highest dose activity change, negative = inhibition, hits mostly inhibitors; AID 2100, 2009; Lysosomal alpha-glucosidase (Homo sapiens), P10253;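 note: 0% = full enzyme reaction and -100% = no-enzyme basal signal; the screen sought inhibitors and activators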
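Recombinant human enzyme (4 nM); glycogen substrate; 37 C, 40 min, pH 5.0. Readout: coupled glucose oxidase/Amplex Red fluorescence.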
RGS12 GoLoco inh: qHTS Assay for Inhibitors of RGS12 GoLoco Motif Activity (Red Fluorophore); Guanine nucleotide-binding protein G(i) subunit alpha-1 (Homo sapiens), P63096; Gai1:RGS12 GoLoco peptide FP, rhodamine, 10 min; Potency, µM (highest dose often 61.6 µM), for the others: at the highest dose activity, negative = inhibition, actives largely listed as inhibitors; 230,000 tested, 0.44% active; active = well fitted inhibition curve with a large enough effect, not every such curve was filed as active; inactive = no such curve, though single readings can be large or run the other way; note: % is set by controls: 0 for no effect and ±100 for the full control effect; nearly all actives have a fitted effect of over 30% in size; many of its hits are not listed in these tables
aGal spleen mod: qHTS Assay for Inhibitors and Activators of Human alpha-Galactosidase From Spleen Homogenate; Potency, µM (top dose mostly 80 µM), without a hit: top-dose activity change, negative = inhibition, usual class: inhibitors; 240,000 tested, 0.008% active; Alpha-galactosidase A (Homo sapiens), P06280; human spleen homogenate, 4MU-alpha-Gal fluorescence, 40 min;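 note: 0% = enzyme with vehicle and -100% = no enzyme basal signal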
Target sequence (P06280 32-429 limits assumed): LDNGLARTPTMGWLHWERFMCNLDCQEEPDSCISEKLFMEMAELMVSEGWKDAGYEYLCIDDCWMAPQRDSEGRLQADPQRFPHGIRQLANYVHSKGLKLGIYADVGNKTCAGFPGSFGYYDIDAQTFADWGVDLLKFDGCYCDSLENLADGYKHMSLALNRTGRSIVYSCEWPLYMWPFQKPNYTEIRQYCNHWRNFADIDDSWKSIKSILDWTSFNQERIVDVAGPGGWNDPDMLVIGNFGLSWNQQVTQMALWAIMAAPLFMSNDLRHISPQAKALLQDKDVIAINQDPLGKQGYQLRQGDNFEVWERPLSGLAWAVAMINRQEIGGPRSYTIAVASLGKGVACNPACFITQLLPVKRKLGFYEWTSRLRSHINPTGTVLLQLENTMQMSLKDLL
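qHTS titration in buffer at pH 5.0. Alpha-galactosidase activity in spleen homogenate was measured via 4-methylumbelliferone release from 1 mM fluorogenic substrate after 40 min at 37C and a pH 10 stop. AC50 came from Hill fits of control-normalized data.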
GAA spleen mod: qHTS Assay for Inhibitors and Activators of Human alpha-Glucosidase From Spleen Homogenate. Lysosomal alpha-glucosidase (Homo sapiens), P10253. human spleen homogenate, 4-MU-alpha-glucoside fluorescence. Potency, µM (titrated, usually from 79.9 µM), for the others: at the highest dose activity change, negative = inhibition, hits mostly inhibitors. 240,000 tested, 0.006% active. AID 2112, 2009;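 note: 0% = enzyme with vehicle and -100% = no enzyme basal signal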
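Human spleen homogenate (1 ug) with 4-methylumbelliferyl-alpha-D-glucopyranoside (1 mM final) in 50 mM citrate/phosphate pH 5.0, 0.01% Tween-20; 40 min at 37 C. Stopped at pH 10; 4-MU fluorescence Ex 365/Em 440 nm; AC50 by Hill fit.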
SMN2 splice up: qHTS Assay for Enhancers of SMN2 Splice Variant Expression. Potency, µM (series often up to 46.1 µM), inactives show at the top dose activity change, positive = activation, usual class: activators. 210,000 tested, 2.8% active. AID 1458, 2008. HEK293 SMN2-luciferase splicing reporter, luminescence, 30-36 h; note: % of control where 0% means no effect; nearly all actives have a fitted effect of over 55% in size
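HEK293 cells carry an SMN2 minigene-luciferase reporter in which exon 7 inclusion puts luciferase in frame. Cells were seeded at 2000 cells/well, attached for 10-12 hours, then exposed to compounds for 30-36 hours at 37C before ONE-Glo luminescence.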
ALDH1A1 block: qHTS Assay for Inhibitors of Aldehyde Dehydrogenase 1 (ALDH1A1). Purified ALDH1A1, NADH fluorescence, propionaldehyde substrate. AID 1030, 2008. 220,000 tested, 7.3% active. Aldehyde dehydrogenase 1A1 (Homo sapiens), P00352. Potency, µM (top dose mostly 75.3 µM), for the others: at the highest dose activity, negative = inhibition, hits mostly inhibitors; active = well fitted inhibition curve with a large enough effect, not every such curve was filed as active; inconclusive = small, poorly fitted or top-dose-only effect, or another doubt; inactive = no such curve, though single readings can be large or run the other way;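 note: plate controls were no enzyme wells and a reference inhibitor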
Target sequence (P00352 whole entry, looked up): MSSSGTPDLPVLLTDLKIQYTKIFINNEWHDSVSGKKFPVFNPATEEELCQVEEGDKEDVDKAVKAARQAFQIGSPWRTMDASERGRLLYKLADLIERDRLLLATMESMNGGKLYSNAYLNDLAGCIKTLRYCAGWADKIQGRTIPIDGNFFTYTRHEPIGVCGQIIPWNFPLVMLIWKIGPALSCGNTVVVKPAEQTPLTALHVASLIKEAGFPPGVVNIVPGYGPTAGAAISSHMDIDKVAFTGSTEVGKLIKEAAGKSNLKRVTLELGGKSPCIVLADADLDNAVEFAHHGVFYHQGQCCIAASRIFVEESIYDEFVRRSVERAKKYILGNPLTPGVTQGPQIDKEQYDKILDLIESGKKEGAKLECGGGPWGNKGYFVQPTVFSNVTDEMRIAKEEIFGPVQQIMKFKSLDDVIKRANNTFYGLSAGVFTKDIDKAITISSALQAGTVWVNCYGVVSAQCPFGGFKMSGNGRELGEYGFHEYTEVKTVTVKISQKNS
Active calls of the source: *; ? = inconclusive; / = not tested or not shown; & = joins results of further samples; [ ] = dose if it differs, or a comment. Unless noted, calls come from the whole dose curve; as a rule, active = well fitted curve in the direction sought with a large enough effect; inconclusive = small, poorly fitted or top-dose-only effect, or another doubt; inactive = no such curve, though single readings can be large; an effect the other way counts as inactive or inconclusive. Potency is the fitted concentration of half-maximal effect. This is a subset; the hit share may differ from the screen's.

Structure	KDM4E inh	GAA inhib	GAA glycogen	RGS12 GoLoco inh	aGal spleen mod	GAA spleen mod	SMN2 splice up	ALDH1A1 block
COc1ccccc1N1CCN(S(=O)(=O)c2ccc3nc(-c4ccccc4)[nH]c3c2)CC1	-17%	?	6%	8%	-8%	-6%	-60%[inhibitor]	-3%
O=c1[nH]n(-c2ccccc2)c(=O)c(Cl)c1Cl	-5%	1%	3%	6%	13%	-1%	3%	7%
Cc1cccc(CSc2nc(N)c(C#N)c(-c3cccs3)c2C#N)c1	?	-10%	-7%	3%	-2%	-2%	-28%	?
Cc1n[nH]c(C)c1S(=O)(=O)N1CCCC(C(=O)N2CCc3ccccc32)C1 (stereo not given)	1%	-9%	-3%	8%	6%	6%	-22%	12%
COc1ccc(-c2c(C)nn(-c3ccccc3)c2N)cc1	-4%	-2%	-16%	3%	4%	5%	?	-3%
C#CCOCCOCCOCCNc1nc(N2CCN(C(=O)[C@H]([C@@H](C)CC)n3cc([C@@H](N)Cc4ccc(O)cc4)nn3)CC2)nc(N2CCN(C(=O)[C@H](CCCCN)n3cc([C@@H](N)CO)nn3)CC2)n1	-13%	/	-11%	2%	-4%	1%	/	?
CC1(C)CC(NC(=O)c2ccncc2)CC(C)(C)N1O	?	5%	?	9%	-1%	-11%	-4%	1%
NS(=O)(=O)c1ccc(CCNC(=O)CSc2nc3ccsc3c(=O)n2C2CC2)cc1	-9%	8%	-3%	12%	8%	0%	4%	?
O=C(Nc1ncccc1Cl)C1COc2ccccc2O1 (stereo not given)	-2%	-3%	-8%	-3%	5%	0%	-15%	?
CCC(C)n1c(OC)nc2c1c(=O)n(C)c(=O)n2C (stereo not given)	0%	-20%	5%	0%	-2%	-2%	/	4%
O=C(N=Nc1c(O)[nH]c2ccc([N+](=O)[O-])cc12)c1ccccc1[N+](=O)[O-]	-3%	/	-2%	12%	4%	5%	/	/
Cc1nn(C(=O)c2cccnc2)c(C)c1Sc1ccccc1	-7%	?	7%	-14%	-1%	-3%	1%	-12%
O=C(c1cccs1)c1coc2ccc(O)c(CN(CCO)CCO)c12	?	-12%	21%	10%	-13%	3%	-20%	-8%
COC(=O)c1ccccc1NC(=O)C1CCCN(c2nnc(-n3cccc3)s2)C1 (stereo not given)	?	-9%	-8%	4%	0%	-4%	-30%[inhibitor]	-13%
CC(/C=N/n1c(-c2cc(C)[nH]n2)n[nH]c1=S)=C\c1ccco1	-19%	/	-16%	10%	1%	-2%	/	/
CCN(CC)C(=O)c1[nH]cnc1C(=O)N[C@@H](CC(C)C)C(=O)OCc1ccccc1	3%	/	-1%	6%	3%	0%	/	-4%
COc1ccccc1Nc1ncc(C(=O)Nc2ccc(OC)c(OC)c2)c2ccccc12	/	?	-11%[76.3 µM]	0%	26%	-3%	-4%&-3%	251%[activator]
Cc1ccc(NC(=O)c2cnn(-c3ccccc3)c2NC(=O)c2ccco2)cc1	-4%	4%	4%	-4%	-5%	2%	7%	-6%
CC(=O)Nc1ccc(S(=O)(=O)Nc2ccc3c(c2)OCCO3)cc1Cl	1%	/	-5%	0%	8%	0%	/	/
O=C(O)C1CCN(C(=O)CSc2nc3ccccc3s2)CC1	-11%	2%	8%	8%	-5%	/	6%	-16%
CCOc1ccc(N2CC(C(=O)Oc3ccccc3)CC2=O)cc1 (stereo not given)	3%	2%	0%	5%	10%	6%	1%	7%
COc1cc(C(=O)c2c(C)c(CCC#N)n3ccccc23)cc(OC)c1OC	?	-5%	-13%	-7%	3%	0%	29%	?
COc1ccc2nc(SCc3cccc(C)c3)nc(C)c2c1	?	11%	-13%	17%	7%	6%	20µM*	?
CCOC(=O)c1cnc(SC)nc1Oc1cccc(NS(=O)(=O)c2ccc(C)cc2)c1	6%	7%	3%	3%	-6%	-2%	-10%	6%
CCOC(=O)C1(CCOC)CCN(Cc2ccc(C3CCCCO3)s2)CC1 (stereo not given)	-1%	/	0%	0%	6%	1%	/	-2%
CCOC(=O)c1c(NC(=O)COC(=O)Cn2c(C)nc3ccccc32)sc2c1CCCC2	-10%	-3%	0%	10%	1%	-1%	-10%	?
CCOC(=O)c1c(N)sc(C(=O)N(C)C)c1C	7%	?	9%	5%	0%	-6%	-10%	?
CCOc1ncccc1C(=O)N1CCCSC1=Nc1ccccc1OC	5%	8%	-12%	5%	-1%	3%	20%	14%
O=C(CSc1nnc(CNc2ccc(F)cc2)n1-c1ccccc1)N1CCOCC1	13%	4%	-3%	8%	2%	-4%	4%	-1%
Cn1cc(CN2CCN(CCc3ccccc3)C(CCO)C2)cn1 (stereo not given)	4%	/	-4%	-1%	9%	-1%	/	6%
O=C(Nc1nc2ccc(S(=O)(=O)N3CCCCC3)cc2s1)c1cccnc1	-5%	0%	-5%	30%	3%	-1%	-7%	-4%
CS(=O)(=O)N(Cc1ccccc1)c1ccc(C(=O)N2CCc3ccccc3C2)cc1	2%	8%	0%	2%	4%	-2%	-7%	-10%
COCCNC(=O)[C@H](C)[C@@H]1C[C@@]1(C)[C@@H](NC(=O)OCc1ccccc1)c1ccccc1	10%	/	/	-4%	1%	1%	-7%	1%
CCCn1c(N)c(CC)c(=O)[nH]c1=O	8%	0%	5%	5%	-1%	-2%	?	-2%
Cc1cccn2c(CN3CCSCC3)c(C(=O)N3CCOCC3)nc12	-15%	-5%	-7%	4%	2%	-19%	/	8%
COc1cccc(CN2CCSCC2)c1	?	-1%	1%	-12%	7%	1%	0%	?
COC(=O)c1ccccc1S(=O)(=O)N1CCc2nc(-c3ccc(OC)cc3C)c3c(c2C1)CO[C@@H](c1ccccc1)C3	-2%[11.4 µM]	/	/	-1%[14.2 µM]	-3%[17.5 µM]	5%[17.4 µM]	-6%[9.22 µM]	4µM*
O=C(C1CCCN1S(=O)(=O)c1ccc(Cl)cc1)N1CCOCC1 (stereo not given)	6%	1%	5%	-3%	2%	-6%	11%	10%
C=CCn1c(C(C)NC(=O)c2cccc(C)c2)n[nH]c1=S (stereo not given)	?	12%	-9%	-3%	-4%	-2%	10%	9%
N=C(N)SCP(=O)(c1ccccc1)c1ccccc1	2%	/	1%	-5%	0%	0%	/	/
Cc1nn(-c2ccccc2)c2nc(=O)n(-c3ccccc3)cc12	2%	-5%	0%	5%	-9%	-7%	-19%	7%
CC(C)CC(NS(=O)(=O)c1ccc2[nH]c(=O)c(=O)[nH]c2c1)C(=O)O (stereo not given)	?	11%	3%	-1%	5%	3%	4%	-7%
O=C1NCCCN1Cc1ccc(F)cc1	-2%	-4%	6%	11%	-22%	-21%	6%	2%
Cc1cccc(NC(=O)Cc2cccs2)n1	6%	-6%	-6%	57%[activator]	-4%	5%	11%	?
C=CCOc1ccc(CNC(C)(C)CO)cc1OC	-4%	3%	-2%	5%	-3%	-10%	0%	16%
CCOc1ccc(C(=O)c2cc3ccc(O)cc3oc2=O)cc1	?	1%	-1%	-5%	3%	3%	-15%	21%
CC(C)NC(=O)/C(=C/c1cn(-c2ccccc2)nc1-c1cccc([N+](=O)[O-])c1)NC(=O)c1ccccc1	-2%	-6%	-3%	6%	-1%	-1%	6%	14µM*
CC(=O)C(N=Nc1ccccc1)(Sc1nnc(-c2ccccc2)n1-c1ccccc1)C(=O)Nc1ccccc1 (stereo not given)	-11%	?	-1%	0%	-20%	-4%	-27%	-11%
COc1ccc(C(=O)N/C(=C\c2ccccc2)C(=O)NC(CCSC)C(=O)O)cc1 (stereo not given)	?	-8%	7%	/	6%	1%	/	?
Oc1c(Br)cccc1/C=N/Nc1c(F)c(F)c(F)c(F)c1F	0%	-3%	?	-6%	2%	6%	-38%[inhibitor]	9%
CC(C)CCn1c(N2CCN(c3cccc(Cl)c3)CC2)nc2c1c(=O)[nH]c(=O)n2C	1%	0%	-6%	4%	0%	-4%	-12%	5%
COc1ccc(CCN2C(=O)CSC2=Nc2ccc(C(C)C)cc2)cc1OC	2%	/	-8%	-1%	5%	4%	/	/
Cc1nnc(N2C(=O)C(O)=C(C(=O)c3ccco3)C2c2ccc(C(C)(C)C)cc2)s1 (stereo not given)	-1%	-5%	3%	11%	6%	0%	9%	0%
Cc1onc(-c2ccccc2)c1NC(=O)N(Cc1ccccc1)C(C)C	1%	/	-20%	-11%	-7%	4%	/	/
CC(C)Cc1nn2c(N)c(/C=C3\C=Nc4ccccc43)c(=O)nc2s1	-9%	-10%	8%	6%	-1%	4%	-5%	2%

Retrieved by compound from the entries so far, 2 records:
Structure	KDM4E inh	GAA inhib	GAA glycogen	RGS12 GoLoco inh	aGal spleen mod	GAA spleen mod	SMN2 splice up	ALDH1A1 block
Cc1nnc(N2C(=O)C(O)=C(C(=O)c3ccco3)C2c2ccc(C(C)(C)C)cc2)s1 (stereo not given)	-1%	-5%	3%	11%	6%	0%	9%	0%
CC(C)Cc1nn2c(N)c(/C=C3\C=Nc4ccccc43)c(=O)nc2s1	-9%	-10%	8%	6%	-1%	4%	-5%	2%
